Screening data deposited in PubChem by Broad Institute.
RAD52 anneal inh: RAD52 DNA annealing inhibitors, primary screen, biochemical, FRET, single point, set 2; DNA repair protein RAD52 homolog (Homo sapiens), P43351; recombinant RAD52 DNA annealing, FRET fluorescence; inhibition, % at 18.7 µM; 0.46% of 360,000 active; AID 651710, 2012;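 active means every replicate showing at least 50% inhibition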
RAD54 branch: inhibitors of human RAD54 branch migration, primary screen, biochemical, fluorescence, single point. inhibition, % at 10.4 µM. AID 602329, 2012. 0.14% of 360,000 active. DNA repair and recombination protein RAD54-like (Homo sapiens), Q92698. RAD54 Holliday junction branch migration, FAM/BHQ fluorescence;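 active means mean normalized replicate activity at least 40 and at least half of replicates scoring 40 or more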;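 further: 0% = median of neutral control wells and 100% = median of positive control wells; inhibitors cause a drop in the FAM fluorescence signal; in these data hits start at about 50%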
ERp5 block: inhibitors of ERp5-driven insulin aggregation, primary screen, biochemical, turbidity, absorbance 650 nm, single point; Protein disulfide-isomerase A6 (Homo sapiens), Q15084; 90 min; inhibition, % at 9.99 µM; 0.05% of 350,000 active; AID 651711, 2012;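 active means mean replicate inhibition above about 25%, with every replicate also reaching it, limit read from the data, passing the limit was not always enough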
Target sequence (Q15084 whole entry, looked up): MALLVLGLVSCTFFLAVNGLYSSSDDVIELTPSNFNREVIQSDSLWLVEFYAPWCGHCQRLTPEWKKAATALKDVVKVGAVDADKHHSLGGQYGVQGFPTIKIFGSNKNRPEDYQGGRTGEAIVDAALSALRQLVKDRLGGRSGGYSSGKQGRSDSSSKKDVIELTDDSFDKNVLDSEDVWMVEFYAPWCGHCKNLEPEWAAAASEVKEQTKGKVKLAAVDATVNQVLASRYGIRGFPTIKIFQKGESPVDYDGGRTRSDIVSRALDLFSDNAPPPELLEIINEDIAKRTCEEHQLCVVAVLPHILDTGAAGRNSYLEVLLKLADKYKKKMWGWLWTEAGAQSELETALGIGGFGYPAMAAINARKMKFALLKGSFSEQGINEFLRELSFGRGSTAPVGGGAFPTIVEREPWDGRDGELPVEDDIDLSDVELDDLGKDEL
esBAF inh: Bmi1 luciferase reporter increase in mESCs, primary screen, esBAF inhibitor project, mouse ES cells, Bmi1 luciferase knock-in, single point | 24 h; 100% = twice the neutral-well signal | reporter increase, % at 12.5 µM | 2% of 350,000 active | AID 602393, 2012; in the data active means activation above about 40%;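 further: 0% = median of the plate's neutral control wells and 100% = double that signal; a rise in the Bmi1 reporter signal indicates esBAF inhibition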
CASP6 VEID inh: human caspase-6 inhibitors, primary screen, biochemical, VEID-R110 fluorescence, single point, set 2; inhibition, % at 12.5 µM; purified caspase-6, Z-VEID-R110 cleavage fluorescence; P55212; 0.53% of 350,000 active;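 active means mean inhibition across replicates at least about 35%, with every replicate also reaching that limit, limit read from the data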;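 further: 0% = median of neutral control wells and 100% = no fluorescence left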
E-selectin induc: E-selectin induction in HUVECs, primary screen, imaging, HUVEC, immunofluorescence imaging, single point; P16581; normalized: neutral wells 0, TNF-alpha wells 100; activation, % at 7.58 µM; 0.37% of 260,000 active;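 active means mean E-selectin-positive cell signal at least 10% of the positive control, reached in at least 60% of replicates, without over 20% cell loss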;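 further: in these data hits start at about 27%; measured in HUVEC primary endothelial cells; signal is the percent of cells scored E-selectin positive by PE staining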
Target sequence (P16581 whole entry, looked up): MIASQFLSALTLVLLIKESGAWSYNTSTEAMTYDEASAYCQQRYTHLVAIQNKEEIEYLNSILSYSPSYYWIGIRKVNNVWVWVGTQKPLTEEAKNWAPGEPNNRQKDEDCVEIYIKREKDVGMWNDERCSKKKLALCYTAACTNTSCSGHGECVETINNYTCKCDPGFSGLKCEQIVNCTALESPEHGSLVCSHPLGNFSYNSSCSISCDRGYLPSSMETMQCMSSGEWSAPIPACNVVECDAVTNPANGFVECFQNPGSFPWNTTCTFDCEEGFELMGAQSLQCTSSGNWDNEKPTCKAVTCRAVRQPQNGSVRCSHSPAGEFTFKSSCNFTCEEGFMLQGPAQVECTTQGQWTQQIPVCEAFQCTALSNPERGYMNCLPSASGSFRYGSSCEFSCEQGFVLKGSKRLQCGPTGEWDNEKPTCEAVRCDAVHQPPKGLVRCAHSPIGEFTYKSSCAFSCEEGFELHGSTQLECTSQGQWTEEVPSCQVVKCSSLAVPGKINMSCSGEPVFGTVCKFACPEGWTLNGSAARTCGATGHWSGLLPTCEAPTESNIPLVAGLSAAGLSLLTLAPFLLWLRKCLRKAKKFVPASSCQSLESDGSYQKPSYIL
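Material: HUVEC primary endothelial cells; Amount: 3,000 cells per well; Dosing: single concentration; Medium: EGM-2 growth medium on 0.1% gelatin-coated wells; Read-out basis: percent E-selectin-positive cells; Signal: immunofluorescence imaging; Control set: TNF-alpha, DMSO.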
ARNT-TACC3 inh: disruptors of ARNT/TACC3 protein interaction, primary screen, biochemical, AlphaScreen, single concentration; AID 623870, 2012; inhibition, % at 9.99 µM; Transforming acidic coiled-coil-containing protein 3 (Homo sapiens), Q9Y6A5; AlphaScreen His-ARNT PAS-B/GST-TACC3 binding, luminescence; TACC3 fragment carries E629A point mutation; 0.66% of 390,000 active;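 active means mean inhibition of replicates at least 50% and at least half of replicates each reaching 50%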;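 further: 0% = complete ARNT plus TACC3 wells and 100% = ARNT alone without TACC3; many hits fall short of the cut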
PglD DTNB: C. jejuni PglD acetyltransferase inhibitors, primary screen, biochemical, DTNB colorimetric, single point; UDP-N-acetylbacillosamine N-acetyltransferase PglD (Campylobacter jejuni); purified PglD enzyme, DTNB colorimetric CoA detection; inhibition, % at 12.5 µM; 0.098% of 360,000 active; AID 602405, 2012; in the data active means inhibition above about 16%, passing the limit was not always enough; further: strong numbers were not always called active
* = called active by the depositor; . = not tested or not shown; & = joins results of further samples.

SMILES	RAD52 anneal inh	RAD54 branch	ERp5 block	esBAF inh	CASP6 VEID inh	E-selectin induc	ARNT-TACC3 inh	PglD DTNB
Cc1ccccc1C(=O)Nc1ccccc1C(=O)N1CCC(C)CC1	-9	25	-1	3	1	0.2	-6	5
O=C(COC(=O)c1cncc(Br)c1)Nc1ccc(S(=O)(=O)N2CCOCC2)cc1	-102	-5	2	-4	0	0.1	.	-2
CN(c1ccccc1C(=O)Nc1cccc([N+](=O)[O-])c1)S(=O)(=O)c1ccccc1	-5	4	1	-8	6	0.0	7	1
COc1ccc(-n2c(CSc3nc(C)cc(C)n3)nnc2SCC(=O)Nc2nccs2)cc1	.	9	.	3	.	.	0	2
Cc1cc(C)c(C(=O)/C=C/c2cccc3ccccc23)c(=O)[nH]1	-96	.	-11	.	1	1.7	-10	.
COc1ccc(-n2nc3c(c2NC(=O)c2ccccc2)CS(=O)(=O)C3)cc1	-17	2	-2	-6	1	-0.1	.	-5
CCC1Oc2ccccc2N(CC(=O)NCCN2C(C)CCCC2C)C1=O (centres undefined)	.	5	.	-2	.	.	-6	3
CCN1CCCC1CNC(=O)C(=O)Nc1ccc(OC)cc1 (centres undefined)	-8	5	2	4	-6	.	1	-2
COCCNC(=S)N1CCc2cc(OC)c(OC)cc2C1COc1cc(C)cc(C)c1 (centres undefined)	-2	.	3	.	1	1.1	3	.
CN1C(=O)c2ccccc2C(O)c2ccccc21 (centres undefined)	-4	9	4	4	0	.	-2	6
COc1cccc(-c2cnc3c(c2)C(=O)N([C@H](C)CO)C[C@@H](C)[C@@H](CN(C)C(C)=O)O3)c1	-12	6	1	1	0	0.2	-13	-4
CCCCCSc1nc2c(cnn2-c2ccc(F)cc2)c(=O)[nH]1	-4	-10	-1	2	-2	.	-3	-3
COc1ccc(COCC(O)CN2CCN(S(=O)(=O)c3c(F)cccc3F)CC2)cc1OC (centres undefined)	-7	2	5	-3	-2	2.3	2	2
CN1c2ccc(-c3ccc(F)cc3)cc2[C@H]2[C@H](CCN2C(=O)Cc2cccnc2)[C@H]1CO	4	6	3	-6	-3	0.0	8	4
O=C(O)C1CCN(S(=O)(=O)c2cccc3nonc23)CC1	-8	.	.	.	4	0.2	-8	.
COc1c2occc2c(OC(C)=O)c2c(=O)cc(C)oc12	-7	0	1	5	-2	.	-1	6
CC(C)(C)OC(=O)C[C@@H]1C/C=C\C[C@@H](CC(=O)NCCO)C(=O)N[C@H](Cc2ccccc2)COC1=O	-16	-1	1	-6	1	0.1	2	-2
CN1CCC(N2CCN(C3CN(C4CCCC4)S(=O)(=O)C3)CC2)CC1 (centres undefined)	0	4	1	-8	-12	8.2	.	-2
Cn1nc(-c2ccc(Cl)cc2)c2cc(C(=O)NC3CC3)sc21	-13	2	10	-2	0	.	-19	15
Cc1ccc(SCC(=O)c2cc(C)c(OC(=S)N(C)C)c(C)c2)cc1	.	1	.	46*	.	.	-20	-4
C[C@H]1CN([C@@H](C)CO)C(=O)Cc2cc(NC(=O)NC3CCCCC3)ccc2O[C@H]1CN(C)Cc1ccc2c(c1)OCO2	17	12	0	1	2	.	-18	1
Cc1cc(=O)n2[nH]c(Nc3cccc(Cl)c3)nc2n1	-10	1	.	-2	-2	.	-2	6
CCOC(=O)c1c(C)[nH]c(C)c1C(=O)COC(=O)CCc1ccccc1	-28	2	-1	-8	0	.	.	-3
O=C1O/C(=C\c2ccccc2)c2ccccc21	-8	.	3	17	-2	.	-2	.
N#CCC(=O)c1ccccc1Oc1ccc(Cl)cc1	-88	.	1	.	2	0.2	-3	.

Remaining list, next part
SMILES	RAD52 anneal inh	RAD54 branch	ERp5 block	esBAF inh	CASP6 VEID inh	E-selectin induc	ARNT-TACC3 inh	PglD DTNB
CCOC(=O)C1=C(C)N=c2sc(=Cc3ccc(OCC(=O)O)cc3)c(=O)n2C1c1ccc(Cl)cc1 (centres undefined)	-108	-12	6	0	22	0.0	.	-4
C[C@@H]1CN([C@@H](C)CO)C(=O)c2cc(NC(=O)C3CCCCC3)ccc2O[C@@H](C)CCCCO[C@@H]1CN(C)Cc1ccc(C(=O)O)cc1	4	3	-1	4	-1	-0.1	17	0
O=C1NC(CCc2ccccc2)C(=O)N1CCOc1cccc(Br)c1 (centres undefined)	-9	3	-6	-3	3	.	1	5
Cc1ccc(S(=O)(=O)N(C)C[C@H]2Oc3ccc(NC(=O)CCCN(C)C)cc3CC(=O)N([C@H](C)CO)C[C@@H]2C)cc1	16	-4	0	-1	1	1.3	3	-4
O=C(Nc1ccccc1N1CCN(C(=O)c2ccc(Cl)cc2)CC1)c1ccc2c(c1)OCO2	.	8	.	10	.	.	-3	-2
CO[C@H]1CN(C)C(=O)c2cc(NC(=O)Nc3ccc(C(F)(F)F)cc3)ccc2OC[C@H](C)NC[C@@H]1C	17	2	0	1	.	0.4	8	-3
Cc1noc(C)c1COc1ccc(C(=O)NCCOc2ccccc2)cc1	1	2	1	32	1	-2.6	-1	-4
Cc1ccc(S(=O)(=O)N(CC(=O)NCCC2=CCCCC2)Cc2ccccc2)cc1	.	-1	.	-2	.	.	7	-4
CCN1CCN(C(=O)c2ccc(N3CC4CC(C3)c3cccc(=O)n3C4)c(NC(=O)c3cc(OC)cc(OC)c3)c2)CC1 (centres undefined)	5	2	-4	0	-1	.	0	-6
Cc1cc(NC(=O)CN2C(=O)NC(C)(c3ccc(Cl)cc3Cl)C2=O)no1 (centres undefined)	-14	-8	0	-1	2	-0.1	.	-2
C[C@H](CO)N1C[C@H](C)[C@@H](CN(C)C(=O)CCCN(C)C)OCCCC[C@H](C)Oc2ccc(NC(=O)Nc3cccc4ccccc34)cc2C1=O	24	11	6	0	0	0.1	9	4
COc1ccc(NC(=O)N(C)C[C@H]2OCc3cn(nn3)CCCC(=O)N([C@H](C)CO)C[C@H]2C)cc1	-3	-15	-4	3	1	0.2	-3	1
Cc1ccc(S(=O)(=O)NC(=O)COc2ccc(Cl)cc2Cl)cc1	-19	1	-3	0	-3	.	-1	4
C[C@@H]1CN([C@H](C)CO)C(=O)Cc2cc(NS(=O)(=O)c3cn(C)cn3)ccc2O[C@@H]1CN(C)Cc1ccc(-c2ccccc2)cc1	7	.	-6	6	1	0.9	.	.
CCOc1ccccc1NC(=O)COC(=O)C12CC3CC(CC(O)(C3)C1)C2	-6	-8	1	6	-1	.	-5	-1
Cc1ccc(NC(=O)CN2C(=O)S/C(=C\c3cc(Cl)c(OCC(=O)O)c(Cl)c3)C2=O)cc1	-1	-5	1	-1	39*	0.0	3	2
O=C(NC1CCCCC1)c1cc2nc(-c3ccco3)cc(C(F)(F)F)n2n1	.	10	.	7	.	.	-8	-6
O=C(Nc1ccccc1C(=O)O)c1ccc(NC(=O)c2ccc(Br)o2)cc1	-19	.	-1	4	17	.	3	.
OCC1OC(C(N=Nc2ccccc2)=NNc2ccccc2)C(O)C1O (centres undefined)	-5	.	2	.	2	0.3	.	.
O=C(NCc1ccc(F)cc1)C(c1ccco1)N(C(=O)c1csnn1)C1CC1 (centres undefined)	-8	3	2	3	0	.	0	1
NC(=O)c1cccnc1Sc1ccc(Cl)cc1	-2	-3	-4	-7	2	0.7	.	15
O=C(CCN1N=C(c2ccccc2)CCC1=O)NCCCN1CCOCC1	-5	-7	4	-3	-11	.	2	1
CC(c1cccnc1)N(CCN(C)C)C(=O)Nc1ccc(Cl)cc1 (centres undefined)	-91	-7	1	16	-3	0.3	-21	7
CSCCNCc1cn(-c2ccc(F)cc2F)nc1-c1ccccc1C	-78	0	4	-8	-2	-0.8	-2	-7
Nc1ncnc(N)c1NC(=O)c1cc(Cl)c(OCc2ccccc2)c(Cl)c1	-4	.	5	.	0	-0.3	.	.

In a second layout: four of the compounds above
Each structure is followed by: RAD52 anneal inh, RAD54 branch, ERp5 block, esBAF inh, CASP6 VEID inh, E-selectin induc, ARNT-TACC3 inh, PglD DTNB
CO[C@H]1CN(C)C(=O)c2cc(NC(=O)Nc3ccc(C(F)(F)F)cc3)ccc2OC[C@H](C)NC[C@@H]1C
    17, 2, 0, 1, ., 0.4, 8, -3
NC(=O)c1cccnc1Sc1ccc(Cl)cc1
    -2, -3, -4, -7, 2, 0.7, ., 15
Cc1ccc(S(=O)(=O)N(CC(=O)NCCC2=CCCCC2)Cc2ccccc2)cc1
    ., -1, ., -2, ., ., 7, -4
Nc1ncnc(N)c1NC(=O)c1cc(Cl)c(OCc2ccccc2)c(Cl)c1
    -4, ., 5, ., 0, -0.3, ., .

More results follow.
SMILES	RAD52 anneal inh	RAD54 branch	ERp5 block	esBAF inh	CASP6 VEID inh	E-selectin induc	ARNT-TACC3 inh	PglD DTNB
S=C(Nc1ccc(Oc2ccccc2)cc1)Nc1cccnc1	-15	3	3	3	-3	.	1	2
CCc1noc(C)c1C(=O)NCCc1ccccc1	-8	1	0	.	-2	0.0	-4	-9
CN(Cc1ccc(F)cc1)C(=O)CN1C(=O)c2ccccc2S1(=O)=O	-7	.	1	.	-2	0.5	-7	.
C[C@H]1CN([C@@H](C)CO)C(=O)c2cc(NC(=O)Cc3cn(C)c4ccccc34)ccc2O[C@@H]1CN(C)S(=O)(=O)c1cn(C)cn1	10	-2	0	-11	-1	.	.	14
CCC(C)C(NC(=O)c1ccccc1NC(=O)c1ccco1)C(=O)NNC(=O)c1ccc(OC)cc1 (centres undefined)	-13	3	-1	-1	-2	-0.9	.	-5
O=C(Nc1ccccc1)C1=C[C@H](c2csc3ccccc23)C[C@H](OCCCCO)O1	-250&8&-8	-3	4&-1&1	-4	-5&0&3	0.2	-6	-2
O=C(C[C@@H]1C=C[C@H](NC(=O)c2ccc(F)cc2)[C@@H](CO)O1)NCCc1ccncc1	-1	3	4	8	0	0.8	5	-4
Nc1ncc(Br)cc1S(=O)(=O)NCCC(=O)Nc1cccc(Cl)c1	0	.	-2	-1	3	.	-6	.
COc1ccccc1C(=O)NCCN1CCN(c2ccccc2)CC1	10	-3	-2	-5	-5	0.1	-5	12
COc1ccc(-n2nnnc2SCC(=O)Nc2nc3c(s2)CCCC3)cc1	.	0	.	-4	.	.	-5	-6
Cc1ccc(S(=O)(=O)N2CCOCC2)cc1NC(=O)COc1cccc(-n2cnnn2)c1	3	-7	4	-8	4	-0.4	6	13
CCCC(=O)Nc1ccc2c(c1)OC[C@@H](C)N(C(=O)c1ccccn1)C[C@@H](C)[C@H](OC)CN(C)C2=O	-2	-5	0	0	0	-0.2	-17	5
CCCN1C(=S)c2ccccc2C1c1ccccc1 (centres undefined)	-14	-4	3	-8	4	0.7	-5	1
CCN1[C@H](C(=O)N2CCCCC2)[C@@H](CO)[C@@H]2Cn3c(ccc(-c4cccc(F)c4)c3=O)[C@@H]21	7	0	1	-2	1	-0.5	-2	2
CC(C)C(NS(=O)(=O)c1cccs1)C(=O)NCCCN1CCCCCC1 (centres undefined)	-27	-12	4	0	-56	.	0	3
COc1cc2cc(CN(Cc3cccs3)C(=S)Nc3ccc(C)cc3)c(=O)[nH]c2cc1OC	-14	.	3	.	-2	-2.2	1	.
COc1ccccc1CCc1nnc(CCC(=O)NCC2CCCO2)o1 (centres undefined)	-10	8	-2	0	8	.	-6	-2
S=c1[nH]nc(COc2ccccc2)n1/N=C/C=C/c1ccco1	-2	6	0	.	14	0.0	.	3
O=[N+]([O-])c1nccn1CCCCCCCCCCCN1CCOCC1	-5	2	3	0	-4	-0.1	.	0
